Screening data as filed in PubChem BioAssay.
VEEV TC-83 Vero: inhibitors of VEEV TC-83 cytopathic effect, confirmation, Vero cells (AID 588727); one-dose inhibition, % at 20 µM; IC50 in µM for titrated hits; Vero cells, VEEV TC-83 cytopathic effect inhibition; higher % means a stronger effect; 350,000 compounds, 0.13% hits; in the data active = a potency from the dose series; inconclusive = inhibition mostly from about 14% at the one dose, without a potency; inactive = the rest, 99 in 100 with inhibition below about 12%; note: strong numbers were not always called active
M. tuberculosis: growth inhibition of non-replicating M. tuberculosis (AID 488890); Mycobacterium tuberculosis non-replicating, growth inhibition; higher % means a stronger effect; one-dose inhibition, % at 25 µM; IC50 in µM for titrated hits; 320,000 compounds, 0.39% hits; in the data active = a potency from the dose series; inconclusive = inhibition mostly from about 82% at the one dose, without a potency; inactive = the rest, 99 in 100 with inhibition below about 76%;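 note: plate controls were DMSO cells for no effect and high antibiotic wells for full effect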
Salmonella PhoP GFP: PhoP regulon inhibitors, Salmonella typhi PhoP promoter GFP reporter, confirmatory (AID 1850); inhibition, % at 50 µM; hits with a dose series show IC50 in µM; Salmonella Typhi PhoP-promoter GFP reporter, fluorescence, 4 h; higher % means a stronger effect; 310,000 compounds, 0.33% hits; in the data active = a potency from the dose series; inconclusive = inhibition mostly from about 25% at the one dose, without a potency; inactive = the rest, 99 in 100 with inhibition below about 19%;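 note: 0% = induced wells with vehicle and 100% = uninduced wells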
M. tuberculosis HTS: M. tuberculosis growth inhibition, HTS (AID 449762); M. tuberculosis H37Rv growth inhibition, 7H9 media; higher % means a stronger effect; one-dose inhibition, % at 25 µM; IC50 in µM for titrated hits; 330,000 compounds, 0.59% hits; in the data active = a potency from the dose series; inconclusive = inhibition above about 70% without an active follow-up result;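 note: bacterial growth assessed after seven days of incubation; strong numbers were not always called active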
H1N1 NS1A inhibition: H1N1 influenza NS1A inhibitors, functional cell based assay (AID 504329); one-dose inhibition, % at 12.5 µM; IC50 in µM for titrated hits; NS1A functional cell-based assay, percent inhibition; higher % means a stronger effect; 340,000 compounds, 0.3% hits; in the data active = a potency from the dose series; inconclusive = inhibition above about 27% without an active follow-up result; note: strong numbers were not always called active
VEEV TC-83 Vero 10K pilot screen: second read-out of VEEV TC-83 Vero, no call of its own (marks repeat the call); inhibition, %; measured here: 10K pilot screen inhibition
Starred values were filed as active, the others as inactive; i = inactive; u = inconclusive; x = no result given.

SMILES	VEEV TC-83 Vero	M. tuberculosis	Salmonella PhoP GFP	M. tuberculosis HTS	H1N1 NS1A inhibition	others
COc1cccc(CNC(=O)CSc2nnc3c(n2)[nH]c2ccc(OC)cc23)c1	2.7%	6%	11%	1%	6%
Cc1cc(C)nc(SCC(=O)Nc2ccc(S(=O)(=O)NCCO)cc2)n1	1.8%	10%	3%	3%	6%
COC(CNS(=O)(=O)c1ccc(S(=O)(=O)NC2CC2)cc1)OC	1.2%	-6%	5%	2%	-2%
Cn1c2c(c(=O)n(C)c1=O)C(c1ccc(Cl)cc1)C(C#N)=C(N)O2 (stereo not drawn)	1.3%	4%	-1%	7%	-5%
O=C(N/N=C/c1ccc([N+](=O)[O-])o1)C(O)c1ccccc1 (stereo not drawn)	i	75%	35µM*	u	-3%
OC(CCCN1CCCCC1)(c1ccccc1)c1ccccc1	1.6%	1%	0%	-7%	3%
O=C(CSc1ncn[nH]1)Nc1ccc(OCc2ccccc2)cc1	i	23%	13%	56%	-9%
COc1cc(NC(=O)c2ccccc2)c(OC)cc1NC(=O)Cc1cccs1	11%	32%	1%	u	x
CCOc1cc(NC(=O)c2ccco2)c(OCC)cc1NC(=O)COc1ccccc1C	i	-2%	-10%	1%	15%
COc1cccc(S(=O)(=O)NCC(=O)Nc2ccc(C(C)(C)C)cc2)c1	1.1%	2%	-6%	-2%	-9%
CC1CCc2cc(F)ccc2N1C(=O)c1cc2nc(-c3ccco3)cc(C(F)(F)F)n2n1 (stereo not drawn)	10%	6%	-6%	-3%	-22%
CN=C1S/C(=C\c2cccc(Cl)c2Cl)C(=O)N1C	1.0%	-3%	10%	4%	x
O=C(CCS(=O)(=O)Cc1ccccc1)Nc1nc2c(s1)CCCC2	2.5%	31%	-6%	-2%	2%
COc1ccc(C)cc1NC(=O)Nc1ccc(C(=O)N2CCCC2)cc1	2.9%	20%	-4%	-6%	-4%
COc1ccc(Cc2nnc(NC(=O)c3ccc(C)cc3)s2)cc1OC	1.2%	-8%	12%	1%	2%
COc1ccccc1NS(=O)(=O)c1cc(NC(=O)CNC(=O)c2cc(C)cc(C)c2)ccc1C	i	14%	-3%	-9%	-9%
COc1ccc(CCC(=O)NCc2ccc3c(c2)OCO3)cc1	i	1%	17%	11%	8%
CCC1c2ccccc2C(=O)C1C(N)=O (stereo not drawn)	3.3%	x	x	x	-11%
CC(C)CNC(=O)COC(=O)CCC(=O)c1cccs1	2.5%	42%	-2%	2%	0%
O=C(Nc1ccccc1)c1ccccc1OCc1ccc(S(=O)(=O)N2CCOCC2)cc1	0.5%	1%	9%	0%	-3%

Filtered by structure: those above with a thiophene ring, fused or not (2)
SMILES	VEEV TC-83 Vero	M. tuberculosis	Salmonella PhoP GFP	M. tuberculosis HTS	H1N1 NS1A inhibition	others
COc1cc(NC(=O)c2ccccc2)c(OC)cc1NC(=O)Cc1cccs1	11%	32%	1%	u	x
CC(C)CNC(=O)COC(=O)CCC(=O)c1cccs1	2.5%	42%	-2%	2%	0%

(further entries)
SMILES	VEEV TC-83 Vero	M. tuberculosis	Salmonella PhoP GFP	M. tuberculosis HTS	H1N1 NS1A inhibition	others
Nn1c(SCC(=O)NC2CCS(=O)(=O)C2)nnc1-c1cccs1 (stereo not drawn)	0.1%	7%	1%	2%	-9%
Cc1[nH]n(C)c(=O)c1C(=O)c1c(-c2c(Cl)cccc2Cl)noc1C	0.3%	10%	-2%	0%	-3%
CCN(CC)CCCNC(=O)c1c(O)c2ccccc2n(Cc2ccccc2)c1=O	4.4%	u	12%	33%	10%
COc1cccc(CNC(=O)COC(=O)c2cccc(S(=O)(=O)N3CCN(C(C)=O)CC3)c2)c1	2.1%	x	x	5%	-9%
CCn1nnc(NC(=O)CSc2ccc(Cl)cc2)n1	0.1%	37%	-11%	-1%	10%
COc1ccc(NC(=O)N(C)C[C@H]2Oc3c(NC(=O)Nc4c(C)noc4C)cccc3C(=O)N([C@H](C)CO)C[C@@H]2C)cc1	0.1%	-2%	x	-1%	2%
O=C(CSc1cccs1)NCCc1ccccc1	0.9%	41%	5%	2%	7%
CCOc1ccc(OCc2ccc(C(=O)NN=Cc3ccc[nH]3)cc2)cc1	i	6%	x	10%	4%
Cc1ccc(OCC(O)CN2CCC(Cc3ccccc3)CC2)c(C)c1 (stereo not drawn)	6.7%	57%	-5%	20%	13%
COC(=O)c1ccc(CSc2nc(N3CCOCC3)c3c(c2C#N)CC(C)(C)OC3)o1	0.8%	23%	-6%	u	3%
CCOc1cc(/C=C2/C(=N)N3C(=NC2=O)SN=C3S(C)(=O)=O)ccc1OC(=O)c1ccco1	5.0%	u	-1%	0%	3%
CCN(CC)S(=O)(=O)c1ccc(C(=O)C(C#N)c2ccccn2)cc1 (stereo not drawn)	0.9%	12%	-1%	3%	-7%
CC/C(C)=N/Nc1nc(-c2cc3cccc(OC)c3oc2=O)cs1	9.0%	6%	2%	4%	x
Cc1cc(C(=O)Nc2cccnc2)on1	0.3%	x	24%	5%	3%
CC1(C)Cc2c(C#N)c(NCCN3CCOCC3)nc(-c3ccccc3)c2CO1	i	2%	-15%	-2%	0%
Cc1oc(-c2ccc(Cl)cc2)nc1CS(=O)CC(=O)NCc1ccc2c(c1)OCO2 (stereo not drawn)	0.6%	12%	-7%	-7%	4%
COc1cccc(N2CCN(C(=O)C3CCCN(S(=O)(=O)c4cnc[nH]4)C3)CC2)c1 (stereo not drawn)	2.1%	x	-12%	-3%	-3%
Cc1cc(C(=O)NNC(=O)c2ccc(Cl)cc2Cl)c(C)o1	0.6%	-8%	2%	-6%	-3%
COCCN(C(=O)Cc1cccs1)c1nnc(-c2ccncc2)s1	1.5%	-10%	-7%	-4%	17%
COc1cccc(CN2C(=O)CCC2(C)C(=O)NC2CCCC2)c1 (stereo not drawn)	1.9%	-4%	-8%	-10%	0%
O=c1c2ccccc2nc(SCc2ccc([N+](=O)[O-])cc2)n1CCCO	5.6%	44%	4%	9%	44%
Cc1ccc(-c2csc3ncnc(SCC(N)=O)c23)cc1	0.7%	50%	-5%	2%	3%
CCOc1ccc(NC(=O)c2ccccc2NC(=O)CN2CCN(C(C)=O)CC2)cc1	6.2%	0%	-4%	-6%	1%
Cc1noc(C)c1NC(=O)N(C)C[C@H]1Oc2ccc(NC(=O)CCN3CCOCC3)cc2C(=O)N([C@H](C)CO)C[C@@H]1C	i	1%	x	1%	4%
COc1cc(SC)ccc1C(=O)OCC(=O)NC(=O)NC(C)C	0.2%	22%	-4%	3%	-2%
COc1ccc2c(c1)C(C)=CC(C)(C)N2C(=O)C(C)N1C(=O)c2ccccc2C1=O (stereo not drawn)	i	23%	5%	7%	0%
COC(=O)N1CCN(C(=O)Cc2ccc(Cl)c(Cl)c2)C(CN2CCCC2)C1 (stereo not drawn)	x	0%	1%	2%	x
O=C(CCNC(=O)c1ccc(Br)cc1)Nc1nc2ccccc2[nH]1	2.9%	x	x	x	-5%
O=C(CN1CCN(c2ccccn2)CC1)Nc1cccc(S(=O)(=O)N2CCOCC2)c1	1.1%	6%	0%	11%	-4%
Cc1ccc(S(=O)(=O)N2CCOCC2)cc1NC(=O)CSc1nnnn1C	1.4%	-12%	5%	-5%	2%
O=C(CNC(c1ccccc1)c1ccccc1)Nc1c(F)cccc1F	1.2%	-3%	-2%	11%	-8%
N#CC1=C(N)OC2=C(C(=O)CC(c3ccccc3)C2)C1c1ccc2c(c1)OCO2 (stereo not drawn)	4.9%	47%	-1%	12%	-6%
Cc1c(NC(=O)N(C)C)c(=O)n(-c2ccccc2)n1C	i	-4%	-14%	3%	5%
O=S(=O)(c1ccc(F)c(F)c1)N1CCN(CCc2ccccc2)CC1	1.3%	0%	4%	-1%	19%
O=[N+]([O-])c1ccccc1/C=C/CN1CCCCC1	i	2%	-3%	-10%	-5%
O=C(Nc1ccc(F)cc1)c1cccc2ccccc12	1.0%	19%	-6%	-4%	-6%
COc1ccc(Cl)cc1NS(=O)(=O)c1c(C)[nH]c(=O)[nH]c1=O	1.3%	-22%	7%	6%	-4%
COc1ccc(C(C(=O)NCC2CCCO2)N(C(=O)c2snc(C(N)=O)c2N)c2ccccc2C)cc1OC (stereo not drawn)	i	5%	-4%	2%	1%
CN1CCN(S(=O)(=O)c2ccc(N3CCN(C(c4ccccc4)c4ccccc4)CC3)nc2)CC1	0.7%	0%	6%	u	10%
CC1=C(C#N)C(/C=N/OCc2ccc(Cl)cc2)CC(=O)N1 (stereo not drawn)	2.9%	4%	1%	1%	7%

At a glance, part of the list above.
SMILES	VEEV TC-83 Vero	M. tuberculosis	Salmonella PhoP GFP	M. tuberculosis HTS	H1N1 NS1A inhibition	others
O=c1c2ccccc2nc(SCc2ccc([N+](=O)[O-])cc2)n1CCCO	5.6%	44%	4%	9%	44%
Cc1ccc(-c2csc3ncnc(SCC(N)=O)c23)cc1	0.7%	50%	-5%	2%	3%
CCOc1ccc(NC(=O)c2ccccc2NC(=O)CN2CCN(C(C)=O)CC2)cc1	6.2%	0%	-4%	-6%	1%
Cc1noc(C)c1NC(=O)N(C)C[C@H]1Oc2ccc(NC(=O)CCN3CCOCC3)cc2C(=O)N([C@H](C)CO)C[C@@H]1C	i	1%	x	1%	4%
COc1cc(SC)ccc1C(=O)OCC(=O)NC(=O)NC(C)C	0.2%	22%	-4%	3%	-2%
COc1ccc2c(c1)C(C)=CC(C)(C)N2C(=O)C(C)N1C(=O)c2ccccc2C1=O (stereo not drawn)	i	23%	5%	7%	0%

Continuation:
SMILES	VEEV TC-83 Vero	M. tuberculosis	Salmonella PhoP GFP	M. tuberculosis HTS	H1N1 NS1A inhibition	others
CN(CC(=O)Nc1ccccc1Cl)C(=O)COC(=O)c1ccc(S(=O)(=O)C(F)F)cc1	1.1%	-4%	9%	-6%	-8%
CCCCC#Cc1ccc2c(c1)COc1c3ccccc3nn1-2	0.4%	u	1%	u	8%
O=C(Nc1cccnc1)c1ccc([N+](=O)[O-])cc1Cl	0.3%	-6%	-5%	-4%	5%
COc1cc(C2C(C(=O)c3cccs3)=C(O)C(=O)N2CCN2CCOCC2)ccc1OCCC(C)C (stereo not drawn)	8.1%	-12%	-18%	-9%	x
CCNc1nc(NC(C)C)nc(Oc2ccc(OCCOc3ccc(C)cc3)nn2)n1	9.0%	-6%	-2%	-9%	1%
CCCSc1nc2sc3c(c2c(=O)[nH]1)CC(C)CC3 (stereo not drawn)	i	7%	-3%	-3%	-8%
COc1ccc(C2CC(=O)c3ccccc3O2)cc1 (stereo not drawn)	0.8%	25%	-10%	1%	-3%
O=c1[nH]ncc2c3ccccc3n(Cc3ccccc3F)c12	0.9%	-7%	-3%	-3%	4%
CN(C)S(=O)(=O)c1cccc(COC(=O)c2cc([N+](=O)[O-])ccc2N2CCOCC2)c1	6.1%	16%	8%	4%	1%
CCOc1ccc(NS(=O)(=O)c2ccc(OC)c(C)c2)cc1	i	0%	-5%	-9%	19%
c1ccc(-c2nc(-c3ccco3)cs2)nc1	1.9%	44%	-2%	-6%	5%
COc1ccc(C(=O)N2CCN(c3ccc(NC(=O)Cc4ccccc4)cc3)CC2)cc1	3.5%	7%	-2%	20%	-4%
Cc1ccc(CNc2ccccc2C(=O)O)s1	i	31%	-4%	-5%	-3%
Cc1ccc(CNC(=O)c2cc(COc3c(F)cccc3F)on2)s1	1.8%	38%	-1%	-1%	-8%
Cc1ccc(S(=O)(=O)N2CCC(C(=O)N[C@@H](C)C(=O)NCCc3ccccc3)CC2)cc1	i	4%	-17%	-9%	0%
Cc1cc(C)cc(OCC(=O)Nc2ccc(N3CCN(S(C)(=O)=O)CC3)cc2)c1	7.5%	-2%	-2%	-2%	3%
CN(CCCNC(=O)CCCOc1cc(=O)n(C)c2ccccc12)Cc1ccccc1	0.1%	1%	-6%	-5%	12%
COC(=O)[C@@H]1CCCN1C(=O)CCc1nnc(CCc2c[nH]c3ccccc23)o1	1.8%	-10%	7%	1%	6%
CC(C)Cc1nc(Nc2ccc(S(=O)(=O)N3CCCC3)cc2)c2nnn(Cc3ccccc3)c2n1	4.6%	21%	-10%	2%	-1%
Cc1nn(CC(O)c2ccccc2)c(C)c1Br (stereo not drawn)	i	11%	-3%	-7%	-9%
O=C(NNC(=O)C1C2CCC(C2)C1C(=O)O)c1ccc(Cl)cc1 (stereo not drawn)	i	-6%	5%	3%	2%	VEEV TC-83 Vero 10K pilot screen=0.0
CCOc1ccccc1N(CC(=O)N1CCCCCC1)S(C)(=O)=O	1.8%	1%	-9%	-10%	-5%
Cc1cc(C)c(C)c(S(=O)(=O)N2CCSCC2)c1C	i	15%	3%	-5%	-5%
